From PubChem BioAssay
ERp5 block = blocks human ERp5 reductase activity on insulin; ERp5 insulin aggregation, absorbance 650 nm, 90 min; inhibition, % at 9.99 µM; actives 0.05% (n = 350,000); AID 651711;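 active means mean replicate inhibition above about 25%, with every replicate also reaching it, limit read from the data, passing the limit was not always enough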
RAD52 inh = inhibitors of human RAD52 DNA annealing; P43351; recombinant RAD52 DNA annealing, FRET fluorescence; inhibition, % at 18.7 µM; actives 0.46% (n = 360,000);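 active means every replicate showing at least 50% inhibition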
PglD inh = blocks C. jejuni PglD acetyltransferase activity | inhibition, % at 12.5 µM | actives 0.098% (n = 360,000) | AID 602405 | purified PglD enzyme, DTNB colorimetric CoA detection; in the data active means inhibition above about 16%, passing the limit was not always enough; further: strong numbers were not always called active
CASP6 VEID inh = caspase-6 (human) enzyme inhibition. P55212. purified caspase-6, Z-VEID-R110 cleavage fluorescence. inhibition, % at 12.5 µM. actives 0.53% (n = 350,000). AID 686996;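 active means mean inhibition across replicates at least about 35%, with every replicate also reaching that limit, limit read from the data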;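 further: 0% = median of neutral control wells and 100% = no fluorescence left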
Target sequence (P55212 24-179 limits assumed): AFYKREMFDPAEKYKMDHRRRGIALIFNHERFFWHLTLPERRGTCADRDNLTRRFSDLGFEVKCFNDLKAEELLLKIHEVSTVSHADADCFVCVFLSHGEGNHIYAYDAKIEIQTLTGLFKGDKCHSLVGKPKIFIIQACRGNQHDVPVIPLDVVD
Target sequence (P55212 194-293 limits assumed): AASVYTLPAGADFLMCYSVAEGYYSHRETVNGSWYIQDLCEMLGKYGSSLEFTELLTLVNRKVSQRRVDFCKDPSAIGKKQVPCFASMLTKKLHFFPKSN
E-sel inducer = induces E-selectin expression in human endothelial cells. P16581. HUVEC E-selectin immunofluorescence imaging; normalized: neutral wells 0, TNF-alpha wells 100. activation, % at 7.58 µM. actives 0.37% (n = 260,000). AID 686992;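 active means mean E-selectin-positive cell signal at least 10% of the positive control, reached in at least 60% of replicates, without over 20% cell loss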;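 further: in these data hits start at about 27%; measured in HUVEC primary endothelial cells; signal is the percent of cells scored E-selectin positive by PE staining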
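Test system: HUVEC | Signal: Immunofluorescence imaging | Read-out: Percent E-selectin-positive cells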
RAD54 inh = RAD54 (human) branch migration inhibition. Q92698. RAD54 Holliday junction branch migration, FAM/BHQ fluorescence. inhibition, % at 10.4 µM. actives 0.14% (n = 360,000). AID 602329;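 active means mean normalized replicate activity at least 40 and at least half of replicates scoring 40 or more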;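 further: 0% = median of neutral control wells and 100% = median of positive control wells; inhibitors cause a drop in the FAM fluorescence signal; in these data hits start at about 50%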
Target sequence (Q92698 whole entry, looked up): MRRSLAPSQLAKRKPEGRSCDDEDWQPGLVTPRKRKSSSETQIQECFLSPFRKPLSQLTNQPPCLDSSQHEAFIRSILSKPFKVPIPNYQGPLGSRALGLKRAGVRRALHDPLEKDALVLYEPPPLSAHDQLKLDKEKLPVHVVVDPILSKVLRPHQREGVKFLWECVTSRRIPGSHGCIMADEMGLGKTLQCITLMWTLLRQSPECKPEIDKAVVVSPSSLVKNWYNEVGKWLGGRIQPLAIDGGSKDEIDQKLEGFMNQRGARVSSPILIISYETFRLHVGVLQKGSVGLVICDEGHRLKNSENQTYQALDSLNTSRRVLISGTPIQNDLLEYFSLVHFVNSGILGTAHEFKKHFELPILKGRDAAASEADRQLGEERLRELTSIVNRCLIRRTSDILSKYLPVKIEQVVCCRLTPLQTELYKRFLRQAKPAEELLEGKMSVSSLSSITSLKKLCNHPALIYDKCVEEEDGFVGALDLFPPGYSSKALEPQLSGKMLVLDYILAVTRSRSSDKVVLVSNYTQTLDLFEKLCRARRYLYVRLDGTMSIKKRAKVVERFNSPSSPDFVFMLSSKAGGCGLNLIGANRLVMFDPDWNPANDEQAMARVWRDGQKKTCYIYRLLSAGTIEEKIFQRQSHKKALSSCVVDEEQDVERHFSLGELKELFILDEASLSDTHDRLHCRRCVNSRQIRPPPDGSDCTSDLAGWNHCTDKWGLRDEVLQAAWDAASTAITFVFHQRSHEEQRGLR
ARNT-TACC3 inh = ARNT/TACC3 interaction disruption. inhibition, % at 9.99 µM. AlphaScreen His-ARNT PAS-B/GST-TACC3 binding, luminescence; TACC3 fragment carries E629A point mutation. actives 0.66% (n = 390,000). AID 623870. Q9Y6A5;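 active means mean inhibition of replicates at least 50% and at least half of replicates each reaching 50%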;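 further: 0% = complete ARNT plus TACC3 wells and 100% = ARNT alone without TACC3; many hits fall short of the cut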
esBAF inh = SWI/SNF esBAF complex inhibition | mouse ES cells, Bmi1-luciferase knock-in reporter, 24 h; 100% = twice the neutral-well signal | reporter increase, % at 12.5 µM | actives 2% (n = 350,000) | AID 602393; in the data active means activation above about 40%;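 further: 0% = median of the plate's neutral control wells and 100% = double that signal; a rise in the Bmi1 reporter signal indicates esBAF inhibition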
The depositor's hits bear a star; / = not tested or not shown.

1	O=C(C[C@@H]1C=C[C@@H](NC(=O)CN2CCOCC2)[C@@H](CO)O1)NC1CCCCC1
2	O=C(c1ccc(CS(=O)Cc2ccc(Cl)cc2)o1)N1CCN(c2cccc(Cl)c2)CC1 (centres undefined)
3	Cn1c(N)c(C(=O)N2CCN(c3ccccc3)CC2)c(=O)n(C)c1=O
4	COCC(=O)Nc1ccc2c(c1)C(=O)N(C)[C@H]1CC[C@@H](CC(=O)NCc3ccccc3Cl)O[C@@H]1CO2
5	O=C(Nc1ccc2c(c1)[C@@H]1C[C@@H](CC(=O)N3CCCCC3)O[C@@H](CO)[C@@H]1O2)c1cccnc1
6	COc1ccc(NC(=O)Nc2ccc3c(c2)[C@@H]2C[C@@H](CC(=O)NCc4ccccn4)O[C@H](CO)[C@@H]2O3)cc1

assay / compound | 1 | 2 | 3 | 4 | 5 | 6
ERp5 block | 9.0 | 3.2 | 1.5 | / | 1.5 | -0.7
RAD52 inh | 2.7 | -7.3 | -1.7 | / | 0.5 | -4.2
PglD inh | -1.7 | 6.2 | -1.0 | 3.2 | 0.0 | -2.2
CASP6 VEID inh | 1.1 | 2.7 | 0.9 | / | 2.3 | 0.5
E-sel inducer | 0.6 | 3.0 | / | 0.0 | -0.1 | -0.3
RAD54 inh | 4.5 | 1.5 | 5.3 | -2.4 | -10.2 | -8.3
ARNT-TACC3 inh | -10.6 | 4.4 | / | 1.9 | -6.3 | 2.3
esBAF inh | 5.5 | -1.1 | -6.0 | 2.1 | 2.9 | 0.5

7	O=C1CC(Nc2ccc(N3CCOCC3)cc2)C(=O)N1c1ccccc1F (centres undefined)
8	O=C(O)c1ccccc1-c1ccccc1C(=O)Nc1cccc2ccccc12
9	COCC(=O)Nc1ccc2c(c1)C(=O)N(C)[C@H]1CC[C@@H](CC(=O)NCCCN(C)C)O[C@@H]1CO2
10	C[C@@H]1CN([C@@H](C)CO)C(=O)c2cccc(NS(=O)(=O)c3cn(C)cn3)c2O[C@@H]1CN(C)C(=O)Nc1ccc(F)cc1
11	Clc1ccc(CN2CCCCCCC2)cc1
12	CN(C)c1cc(N/N=C\c2ccccc2)nc(N(C)C)n1

assay / compound | 7 | 8 | 9 | 10 | 11 | 12
ERp5 block | 3.7 | / | 3.8 | -7.8 | 5.9 | -0.6
RAD52 inh | -23.7 | / | 15.2 | -7.9 | 11.6 | 12.4
PglD inh | 2.0 | 0.4 | 6.7 | -2.7 | -3.7 | /
CASP6 VEID inh | 25.3 | / | -2.2 | 0.0 | -9.5 | 0.9
E-sel inducer | -0.1 | / | 0.0 | -0.7 | -2.6 | /
RAD54 inh | -1.2 | -0.5 | -9.4 | 5.0 | -1.6 | /
ARNT-TACC3 inh | 5.1 | -3.5 | / | 2.8 | 3.6 | 29.9
esBAF inh | -14.3 | -8.3 | 11.3 | -2.6 | -16.1 | /

13	COC(=O)c1cnn(-c2cc(Oc3cccc(C)c3)ncn2)c1N
14	O=C(CN(Cc1cccs1)C(=O)CNS(=O)(=O)c1ccc(Cl)cc1)NCc1ccco1
15	CCc1noc(C)c1C(=O)Nc1nc2c(C)cccc2s1
16	Cc1ccc(S(=O)(=O)N(C)c2ccc(C(=O)N3CCC(C(N)=O)CC3)cc2)cc1
17	CC(C)(C)N1C(=O)[C@H]2[C@@H](c3ccc(Br)cc3)N3C(=O)N(c4ccc(Br)cc4)C(=O)[C@@]3(Cc3ccccc3)[C@H]2C1=O
18	O=C(CNC(=S)N(Cc1ccccc1F)C1CCCCC1)NCCCN1CCOCC1

assay / compound | 13 | 14 | 15 | 16 | 17 | 18
ERp5 block | / | / | 0.0 | / | 2.6 | 2.4
RAD52 inh | / | / | -10.4 | / | -1.4 | -16.4
PglD inh | -3.5 | -9.8 | -3.6 | 4.9 | -2.4 | /
CASP6 VEID inh | / | / | -2.0 | / | -1.5 | 0.6
E-sel inducer | / | -2.2 | / | / | / | 0.2
RAD54 inh | -0.8 | 1.4 | 2.9 | -6.1 | -0.4 | /
ARNT-TACC3 inh | -6.9 | 16.6 | -3.2 | -8.6 | / | -3.4
esBAF inh | 14.2 | -3.3 | 6.0 | 10.4 | 1.0 | /

19	O=C(c1ccc(Cn2c(=S)[nH]c3ccc(Br)cc3c2=O)cc1)N1CCN(C2CCCCC2)CC1
20	O=C(C[C@@H]1CC[C@H]2[C@@H](COC[C@H](O)CN2Cc2ccc(Cl)cc2)O1)Nc1nccs1
21	O=C(/C=C/c1cccs1)N1CCc2ccccc21
22	CCCCCCn1c(C(C)NC(=O)c2ccco2)nc2ccccc21 (centres undefined)
23	Cc1ccccc1CN(C)C(=O)COC(=O)c1ccc2[nH]c(C)c(C)c2c1
24	C=CCn1c(=N)n(CC(=O)O)c2ccccc21

assay / compound | 19 | 20 | 21 | 22 | 23 | 24
ERp5 block | 5.8 | 2.3 | -17.3 | / | -1.9 | /
RAD52 inh | -7.5 | 3.0 | -7.3 | / | -63.8 | /
PglD inh | / | 2.7 | -0.2 | -1.9 | -8.4 | 4.4
CASP6 VEID inh | -3.8 | -2.1 | 0.9 | / | 2.4 | /
E-sel inducer | 0.0 | -0.1 | / | / | -0.1 | /
RAD54 inh | 0.7 | -1.7 | 15.1 | -5.8 | -4.4 | -6.2
ARNT-TACC3 inh | 1.9 | 8.8 | 17.1 | -7.9 | -11.2 | -5.5
esBAF inh | -2.9 | 8.0 | -14.3 | 6.0 | 10.8 | -0.5

25	COCCNC(=O)c1cccc2c(-c3cnn(C)c3)coc12
26	CCOc1ccccc1-n1c(SCC(=O)N2CCOCC2)nc2ccccc2c1=O
27	COc1ccc(C)cc1NC(=O)C1CC1c1ccccc1 (centres undefined)
28	Cc1ccnc(NC(=O)CCC(=O)N(CC(=O)NCc2ccc(F)cc2)Cc2ccco2)c1
29	CC(=O)c1ccc(-n2c(CCC(=O)O)ccc2-c2ccc(Br)cc2)cc1
30	CCN(CC)c1c([N+](=O)[O-])c(=O)n(C)c2ccccc12

assay / compound | 25 | 26 | 27 | 28 | 29 | 30
ERp5 block | -1.5 | -0.7 | -9.5 | 0.1 | 2.4 | 3.5
RAD52 inh | -8.9 | 0.3 | -5.4 | -8.6 | -19.2 | -19.1
PglD inh | -1.1 | -1.2 | / | 0.1 | -8.0 | /
CASP6 VEID inh | -0.1 | -1.8 | -1.7 | 2.0 | 7.4 | 3.3
E-sel inducer | 0.0 | -0.1 | / | / | 0.2 | /
RAD54 inh | -1.1 | -1.3 | / | -16.6 | -10.5 | /
ARNT-TACC3 inh | / | -4.5 | -8.6 | -3.1 | -5.6 | -4.1
esBAF inh | -1.5 | 3.1 | / | -8.9 | 2.4 | /

31	O=C(NCC1CC1)[C@@H]1[C@@H](CO)[C@@H]2Cn3c(ccc(-c4ccccc4F)c3=O)[C@H]1N2Cc1ccncc1
32	CC=Cc1ccc2n(c1=O)C[C@H]1[C@H](CO)[C@@H](C(=O)N(C)C)N(CC3CCOCC3)[C@@H]21 (mixture of isomers)
33	Cc1nc(-c2ccccc2)nc2[nH]ccc(=O)c12
34	COc1ccccc1C#Cc1ccc([C@H]2[C@@H](C#N)N(C(=O)C3CCCC3)[C@@H]2CO)cc1
35	COC(=O)Cc1ccc(N(Cc2ccccc2F)S(=O)(=O)c2ccc(Cl)cc2)cc1
36	CC(NC(=O)C1CC=CCC1C(=O)O)C1CC2CCC1C2 (centres undefined)

assay / compound | 31 | 32 | 33 | 34 | 35 | 36
ERp5 block | 5.6 | 0.2 | / | 2.5 | 3.1 | /
RAD52 inh | 5.3 | -6.7 | / | 22.3 | -7.9 | /
PglD inh | -0.6 | 1.3 | -3.3 | / | / | 2.5
CASP6 VEID inh | -0.4 | 3.7 | / | -2.4 | -2.8 | /
E-sel inducer | 0.0 | -0.5 | / | 0.0 | / | 1.6
RAD54 inh | 6.3 | 1.1 | -10.4 | / | / | -1.5
ARNT-TACC3 inh | -8.7 | -17.6 | -4.1 | / | 2.1 | -7.9
esBAF inh | -5.7 | -2.2 | 63.9* | / | / | -5.1

37	Cc1ccc(CNC(=O)CCCOc2cc(=O)n(C)c3ccccc23)o1
38	O=C(CSc1nc(-c2ccc(F)cc2)cs1)NCC1CCCO1 (centres undefined)
39	O=C(C[C@H]1CC[C@H]2[C@@H](COC[C@@H](O)CN2Cc2cccc(F)c2)O1)NCCc1ccncc1
40	COc1ccccc1NC(=O)NCCc1ccccc1
41	Cc1c(C(=O)N2CCC(C)CC2)oc2ccc3c(c12)C(O)CC1(CCCCC1)O3 (centres undefined)
42	CCOC(=O)c1c(SCC(=O)Nc2nc(C)cs2)nc(=O)[nH]c1C

assay / compound | 37 | 38 | 39 | 40 | 41 | 42
ERp5 block | / | -0.3 | 0.8 | -8.0 | -7.6 | -22.9
RAD52 inh | / | -11.5 | -2.2 | -7.5 | -0.6 | -23.5
PglD inh | -2.0 | / | -2.0 | 1.1 | -1.1 | 0.9
CASP6 VEID inh | / | 0.2 | -1.1 | -0.5 | 3.1 | 2.3
E-sel inducer | / | 1.6 | 0.1 | 0.1 | 2.3 | -0.8
RAD54 inh | -3.6 | / | 0.5 | -1.9 | 6.4 | 9.9
ARNT-TACC3 inh | -6.0 | -9.9 | -4.5 | -1.5 | -1.3 | 4.8
esBAF inh | -3.8 | 7.7 | -0.7 | 2.7 | -2.0 | -2.8

43	Cc1ccnc(NC(=O)c2ccccc2NC(=O)c2ccccc2)c1
44	C/C=C/c1ccc2c(c1)O[C@@H](CN(C)C(=O)NC(C)C)[C@H](C)CN([C@@H](C)CO)S2(=O)=O
45	Cc1ccc(NC(=O)COC(=O)c2ccc(-n3nc(C)cc3C)cc2)c(F)c1
46	CCn1c(SCC(=O)N2CCCC2)nc2c1c(=O)n(C)c(=O)n2C
47	COc1cccc(CNC(C)C(=O)Nc2ccc3c(c2)OCCO3)c1 (centres undefined)
48	COc1ccc(-c2nn(-c3ccccc3)cc2C(=O)NCC2CCCO2)cc1 (centres undefined)

assay / compound | 43 | 44 | 45 | 46 | 47 | 48
ERp5 block | 0.4 | 9.6 | -9.4 | 1.9 | -4.3 | 4.3
RAD52 inh | 0.9 | -2.6 | -4.5 | -12.0 | -6.3 | -12.7
PglD inh | -2.7 | 1.0 | -0.3 | -3.2 | / | 7.6
CASP6 VEID inh | 1.9 | 0.5 | 0.9 | 0.7 | 2.2 | 1.3
E-sel inducer | / | -0.3 | / | / | -1.6 | -0.4
RAD54 inh | -11.3 | -12.5 | -2.7 | -5.1 | / | -11.6
ARNT-TACC3 inh | -1.7 | -4.0 | -1.1 | -3.9 | -9.7 | -1.9
esBAF inh | 11.3 | 5.7 | 6.9 | -12.8 | / | 2.3

49	O=S(=O)(N/N=C/c1cccnc1)c1ccc(Cl)c(Cl)c1
50	COc1ccc(NC(=S)NNC(=O)c2ccccc2OC(F)F)cc1
51	COc1cccc2cc(-c3nnc(-c4ccccc4)o3)c(=O)oc12
52	CCCCCCSc1ccc([C@@H]2[C@@H]3C(=O)N(CC)C(=O)[C@@H]3[C@]3(C(=O)OC)CCCCN23)cc1OC
53	Cn1c(NCc2c[nH]c3ccccc23)nc2ccccc21
54	CCn1c(=NC(=O)CS(=O)(=O)c2ccccc2)sc2cccc(OC)c21
55	Cc1ccc2c(c1)N(C(=O)CCC(=O)NCCCN(C)Cc1ccccc1)CCO2
56	CC(C)(C)NS(=O)(=O)c1ccc(NC(=S)NC(=O)C2CC2)cc1
57	CCOC(=O)c1ccccc1NC(=O)c1ccc(F)cc1

assay / compound | 49 | 50 | 51 | 52 | 53 | 54 | 55 | 56 | 57
ERp5 block | 0.0 | / | -1.4 | -3.5 | 3.5 | 0.7 | 2.2 | -8.9 | -0.3
RAD52 inh | -14.9 | / | -6.5 | -33.0 | 0.9 | -9.9 | -7.9 | -1.3 | -14.5
PglD inh | / | -2.1 | 20.5* | 1.5 | -1.6 | -2.8 | -1.8 | 0.6 | 5.4
CASP6 VEID inh | -1.9 | / | -1.0 | 3.4 | 0.7 | -1.8 | -20.2 | -1.2 | -0.7
E-sel inducer | / | / | / | 0.5 | / | 0.1 | / | 0.0 | /
RAD54 inh | / | 4.2 | 0.9 | -14.8 | 3.9 | -5.4 | 1.1 | -12.2 | -2.1
ARNT-TACC3 inh | 1.5 | 7.1 | / | -10.2 | / | -4.4 | -2.6 | 2.3 | -5.5
esBAF inh | / | 11.8 | -71.2 | 2.2 | / | -5.6 | 2.9 | -1.2 | 1.7
